KCC2 mod = KCC2 cotransporter modulators, thallium flux, primary screen, cell-based, HEK293 KCC2, FluoZin-2 fluorescence, MLSMR | Solute carrier family 12 member 5 (Homo sapiens), Q9H2X9 | KCC2 cells, thallium flux FluoZin-2 fluorescence | B-score of Tl+ flux slope (higher = more flux/activation; lower = inhibition) at 10 µM | actives 2.2% (n = 190,000);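 active = thallium flux slope and its plate-corrected score both differing from the plate sample mean at a set confidence after two filtering rounds, in either direction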;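 note: slope of fluorescence scaled to starting intensity during 10 to 20 s after thallium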
14-3-3 Bad inh = inhibitors of 14-3-3 zeta/Bad binding, primary screen, biochemical, TR-FRET, bovine 14-3-3 zeta. AID 781, 2007. inhibition, % at 21.7 µM. TR-FRET 14-3-3zeta/Dy647-pBad peptide displacement, 1 h. actives 0.71% (n = 220,000);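 active = inhibition above about 70%, limit read from the data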;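 note: 0% = full 14-3-3 plus peptide FRET controls and 100% = background without 14-3-3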
p47phox inh = p47phox/p22phox peptide binding inhibitors, primary screen, biochemical, uHTS, NADPH oxidase regulatory subunit | Neutrophil cytosol factor 1 (Homo sapiens), P14598 | fluorescence polarization, 2 h | inhibition, % at 24.7 µM | actives 0.53% (n = 220,000);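 note: 0% = p47phox with labelled peptide and 100% = labelled peptide alone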
Rad51 HR inh = human RAD51 strand exchange inhibitors, primary screen, biochemical, fluorescence. DNA repair protein RAD51 homolog 1 (Homo sapiens), Q06609. hRad51 DNA strand exchange, fluorescence dequenching. inhibition, % at 10 µM. actives 0.085% (n = 200,000). AID 1385, 2008;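 active = inhibition above 40% at the single screening dose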;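 note: 0% = DMSO control wells and 100% = blanks with heterologous ssDNA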
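material = hRad51 filaments on single-stranded DNA | timing = filaments 15 min 37 °C, then compound 30 min | signal = FRET fluorescence dequenching, excitation 485 nm, emission 520 nm | benchmarks = control wells and blank wells on each plate | evaluation = percent inhibition relative to plate controls and blanks | compound = 10 µM final, single point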
eIF4E-4G inh = eIF4E–eIF4G protein interaction inhibitors, primary screen, biochemical, uHTS, TR-FRET, eIF4GI fragment | inhibition, % at 21.7 µM | TR-FRET eIF4E-eIF4GI(517-606) binding, 2 h | actives 0.37% (n = 220,000) | Eukaryotic translation initiation factor 4E (Mus musculus) + Eukaryotic translation …;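 note: 0% = full FRET control wells and 100% = background wells lacking eIF4GI fragment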
Target sequence (P63073 whole entry, looked up, the tested form may be a part): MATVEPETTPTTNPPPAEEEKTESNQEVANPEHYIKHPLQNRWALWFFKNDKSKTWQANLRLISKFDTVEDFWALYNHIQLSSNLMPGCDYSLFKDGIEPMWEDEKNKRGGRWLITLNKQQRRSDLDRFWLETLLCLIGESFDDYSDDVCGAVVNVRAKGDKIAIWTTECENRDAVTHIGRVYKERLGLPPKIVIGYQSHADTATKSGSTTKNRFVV
Target sequence (Q04637 whole entry, looked up, the tested form may be a part): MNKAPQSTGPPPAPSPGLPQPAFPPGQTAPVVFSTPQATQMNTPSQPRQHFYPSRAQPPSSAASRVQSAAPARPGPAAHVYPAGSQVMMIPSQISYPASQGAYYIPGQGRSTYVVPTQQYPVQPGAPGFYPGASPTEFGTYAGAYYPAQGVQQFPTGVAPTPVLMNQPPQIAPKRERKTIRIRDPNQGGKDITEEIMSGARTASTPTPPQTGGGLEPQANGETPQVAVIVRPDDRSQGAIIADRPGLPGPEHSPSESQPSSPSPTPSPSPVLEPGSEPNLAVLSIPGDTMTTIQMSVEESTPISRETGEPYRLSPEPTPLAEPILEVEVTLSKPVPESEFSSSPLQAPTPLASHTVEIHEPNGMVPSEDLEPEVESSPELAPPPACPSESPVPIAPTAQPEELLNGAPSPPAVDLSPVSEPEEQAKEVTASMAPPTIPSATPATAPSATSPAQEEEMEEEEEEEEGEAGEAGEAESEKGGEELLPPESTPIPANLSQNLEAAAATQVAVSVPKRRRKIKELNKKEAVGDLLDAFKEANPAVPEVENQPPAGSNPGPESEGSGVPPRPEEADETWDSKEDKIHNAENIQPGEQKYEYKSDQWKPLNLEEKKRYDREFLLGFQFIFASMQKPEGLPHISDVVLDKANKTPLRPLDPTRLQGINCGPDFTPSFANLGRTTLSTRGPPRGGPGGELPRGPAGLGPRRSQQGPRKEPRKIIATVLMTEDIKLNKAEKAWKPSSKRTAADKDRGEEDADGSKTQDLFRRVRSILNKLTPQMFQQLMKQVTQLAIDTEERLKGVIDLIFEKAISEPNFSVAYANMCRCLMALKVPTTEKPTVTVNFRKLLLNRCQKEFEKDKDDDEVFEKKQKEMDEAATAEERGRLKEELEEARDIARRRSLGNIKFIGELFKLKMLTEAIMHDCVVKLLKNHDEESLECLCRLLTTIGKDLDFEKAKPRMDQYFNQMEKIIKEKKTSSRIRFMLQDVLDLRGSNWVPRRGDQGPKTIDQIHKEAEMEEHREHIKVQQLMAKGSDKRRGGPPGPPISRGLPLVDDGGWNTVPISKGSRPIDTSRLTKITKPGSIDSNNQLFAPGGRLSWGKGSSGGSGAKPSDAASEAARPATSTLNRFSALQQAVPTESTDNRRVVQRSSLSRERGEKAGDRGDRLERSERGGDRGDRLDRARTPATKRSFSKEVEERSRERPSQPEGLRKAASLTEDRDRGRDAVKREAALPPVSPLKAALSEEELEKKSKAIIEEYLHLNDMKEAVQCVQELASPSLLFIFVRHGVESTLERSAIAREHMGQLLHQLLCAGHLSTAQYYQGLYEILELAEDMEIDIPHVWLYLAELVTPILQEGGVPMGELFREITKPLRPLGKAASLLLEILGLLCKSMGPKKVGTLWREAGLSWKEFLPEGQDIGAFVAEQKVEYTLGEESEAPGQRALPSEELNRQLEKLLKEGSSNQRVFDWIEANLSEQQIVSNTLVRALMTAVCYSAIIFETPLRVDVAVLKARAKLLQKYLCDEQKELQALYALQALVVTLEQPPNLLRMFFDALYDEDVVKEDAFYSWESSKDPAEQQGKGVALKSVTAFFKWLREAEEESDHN
Furin inhibitor = human furin inhibitors, primary screen, biochemical, fluorescence intensity; P09958; actives 0.061% (n = 220,000); inhibition, % at 30 µM; purified furin, fluorogenic substrate cleavage; in the data active = inhibition above about 25%; note: inactives centre near -15
EBV gp42 block = Epstein-Barr virus gp42 inhibitors, primary screen, biochemical, uHTS, fluorescence polarization. Glycoprotein 42 (Epstein-Barr virus (strain AG876)), Q1HVG2. Fluorescence polarization binding assay, mP read-out. inhibition, % (tested at 21.74 µM). actives 0.42% (n = 220,000). AID 1085, 2008; in the data active = inhibition above about 50%
KLK5 inh = human KLK5 protease inhibitors, primary screen, biochemical, 1536-well. Kallikrein-5 (Homo sapiens), Q9Y337. recombinant hK5, fluorogenic AMC substrate cleavage. inhibition, % at 5 µM. actives 0.59% (n = 210,000). AID 873, 2007;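 active = inhibition of 40% or more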;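 note: 0% = enzyme controls without compound and 100% = no-enzyme blanks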
thrombin 1536 = human alpha-thrombin inhibitors, primary screen, counter-screen for coagulation protease inhibitor project, biochemical, 1536-well, fluorogenic AMC substrate | Prothrombin (Homo sapiens), P00734 | AID 1046, 2008 | actives 0.26% (n = 220,000) | inhibition, % at 5 µM | Boc-VPR-AMC fluorogenic substrate cleavage;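 active = inhibition at or above 40%; inactive = inhibition below 40%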;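 note: 0% = enzyme with no compound and 100% = wells without enzyme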
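Test system: human alpha-thrombin protein / Dosing: one concentration per compound, 5 µM, with 0.2% DMSO / Medium: pH 7.5 Tris-saline with Tween 20 / Benchmarks: no-compound enzyme wells and no-enzyme blanks / Read-out basis: percent inhibition of thrombin substrate cleavage / Timing: reaction at room temperature / Measured by: fluorescence, ex 355 nm, em 460 nm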
* = called active by the depositor; · = no result given; [ ] = remark or other dose.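 Rule for the calls, unless noted: active = inhibition above about 30% (limit read from the data); inactive = the rest.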 This is a random part of the collection, and some 4.7% of all compounds hit somewhere here.

SMILES	KCC2 mod	14-3-3 Bad inh	p47phox inh	Rad51 HR inh	eIF4E-4G inh	Furin inhibitor	EBV gp42 block	KLK5 inh	thrombin 1536
COCC(=O)NCCNc1nc2ccc(C)cc2cc1C	·	·	-3	12	·	-26	-9	-13	2
COc1ccc(NC(=S)Nc2ncccc2C)cc1OC	-1.4	-12	0	-14	-2	-11	-8	7	0
Cn1ccc(CC(=O)N2CCC(N3CCC(C(=O)N4CCCC4)CC3)CC2)c1	0.7	-14	-161	·	-4	-15	-19	-2	-8
Cc1ccc(C(C)C)c(OCCCN2C(=O)NC(C)(C)C2=O)c1	-0.086	-8	-10	-11	0	-6[20 µM]	-1	-30	-4
CC(=O)Nc1ccc(N=Cc2ccc[nH]2)cc1	1.3	7	-7	-1	-5[fluorescence artefact?]	-3[20 µM]	8	11	-5
C=CCn1c(SCC(=O)Nc2nc(C)cs2)nnc1C(C)NC(=O)c1ccccc1Cl (centres undefined)	-0.2	4[fluorescence artefact?]	-2	-7	0[fluorescence artefact?]	-15[20 µM]	-1	-10	-2
CC1=CC(C#N)(C#N)C(C#N)(C#N)C(c2ccccc2)N1 (centres undefined)	0.55	0	-212	-14	3	-38	114*	-23	1
CCCC1C(=O)N(Cc2ccccc2)C(=O)CC1C (centres undefined)	0.12	4	-3	-9	-2	-4	4	3	-2
CC1=CC(C)(C)N=C(Nc2nc(C)c3cc(C)cc(C)c3n2)N1	0.83	-5	-20	-5	-1	-12	-3	-4	4
CCO[C@@H]1OC(C(=O)N2CCN(Cc3ccc4c(c3)OCO4)CC2)=C[C@H](C2CCCCC2)[C@H]1CCCO	0.13	8	0	-7	3	-19	-5	0	0
CN1CCN(CC#CCC(O)(c2ccccc2)c2ccccc2)CC1	-0.054	8	10	12	-1	-14	2	-2	-5
NNC(=O)c1ccc(COc2cccc3ccccc23)cc1	-1.8	9	-10	3	0	-16	-12	-10	-12
COCCN1C(=O)/C(=C/c2ccc(Oc3ccc([N+](=O)[O-])cn3)c(OC)c2)SC1=Nc1ccccc1	1.2	-4	-2	-8	3	-5[20 µM]	-2	-3	0
Cc1ccc(/C=C2/NC(=O)N(Cc3ccc(Br)cc3)C2=O)o1	-0.21	-15	-37	0	12	1	-47	-11	-1
COc1ccc(-c2cc3nc(C)n(N)c(=O)c3s2)cc1	-0.85	-3	5	18	-2	-45	-5	-5	-5
O=C(CN1CCCC1)NCC1(c2ccccc2)CCOCC1	0.37	6	18	·	13	-23	-9	-16	3
CC(C)c1nnc(NC(=O)c2cccc(-n3cnnn3)c2)s1	-0.89	15	-5	-14	2	-14	-14	-19	2
O=P(/C(=N/O)Sc1ccccc1)(N1CCOCC1)N1CCOCC1	0.13	0[fluorescence artefact?]	-7	2	-2[fluorescence artefact?]	-26	-26	-14	-4
Cn1c(SCC(=O)C(C)(C)C)nnc1-c1ccc(F)cc1	-0.68	-10	1	1	5	-9	-2	-12	-3
CCN(CC)C(=O)CSc1nnc([C@H](CCSC)NC(=O)OC(C)(C)C)o1	-0.44	·	-3	1	·	-20	-20	-6	0
COc1ccc(C(=O)NC2(C(F)(F)F)NC(=O)N(CCCc3ccccc3)C2=O)cc1OC (centres undefined)	-1.1	-5	-1	15	5	-25	6	4	-2
COc1ccc(C(=O)N2CCn3c(C)ccc3C2C)cc1 (centres undefined)	0.72	-4	-6	·	0	-27	9	·	0
Cc1c(Cc2ccccc2)c(=O)oc2cc(OC(=O)c3ccccc3)ccc12	·	-2	-11	3	-3	-32[20 µM]	1	-17	1
O=C(CSc1nnc(Cc2cccs2)n1-c1ccc(Cl)cc1)NCc1ccc2c(c1)OCO2	0.21	-7	-26	5	6	-24[20 µM]	-25	1	3
CC(=O)NS(=O)(=O)c1ccc(NC(=S)NC(=O)COc2ccccc2C)cc1	-0.56	-10	-10	9	5	-18	-17	-2	0
C#CCOCCOCCOCCNc1nc(N2CCN(C(=O)[C@H](Cc3ccc(O)cc3)n3cc([C@@H](N)C(C)CC)nn3)CC2)nc(N2CCN(C(=O)[C@H](Cc3cc4ccccc4[nH]3)n3cc([C@@H](N)CC(C)C)nn3)CC2)n1 (some centres undefined)	1.2	23	·	-1	-2	-10	-22	-2	-4
O=C1C(c2ccnc3ccccc23)=C(O)c2ccccc21	0.38	64	-14	-1	-16[fluorescence artefact?]	-20[20 µM]	-14	-7	1
O=C(O)CCCn1c(=O)[nH]c2ccccc2c1=O	·	-10	-7	-3	-1[fluorescence artefact?]	-26	-7	-4	4
COc1ccc(Cc2nc(C(=O)Nc3ccccc3)cs2)cc1	-2.2	·	-4	·	·	-10[20 µM]	-12	2	4
Cc1ccc(S(=O)(=O)Oc2ccc(C3C4=C(CCCC4=O)N(CCC(=O)O)C4=C3C(=O)CCC4)cc2Cl)cc1	-0.52	-9	-10	8	15	-37	-14	-29	-6
Cc1ccc(N2C(=O)N(CC(=O)Nc3cc(C)cc(C)c3)C(=O)C2C)cc1 (centres undefined)	-0.3	10	-8	9	1	-15	-15	3	0
COc1ccc(OCCOc2ccccc2[N+](=O)[O-])cc1	-1.6	18[fluorescence artefact?]	-5	·	1	-5	6	-5	-4
CC(=O)OC(C)C[N+](C)(C)C (centres undefined)	-0.21	-7	-4	3	-3	-19	-6	-9	·
COc1ccc(N(C(=O)c2cccnc2)S(=O)(=O)c2cccs2)cc1	0.61	-5	1	2	0	-32	6	-1	9
N#CCCN(Cc1cccnc1)C(=S)NC(=O)C1CC1	0.076	-21	-6	12	1	-30	-8	-2	4
CCOC(=O)Nc1cc2c(C)cc(=O)oc2cc1C	·	-6	0	·	2	-23	-16	0	-3
Cc1cccc(-c2noc(CN(C(=O)C(c3ccccc3)c3ccccc3)C(C)C)n2)c1	-3.2	5	-1	3	-1	-11	7	0	-5
Fc1cc(F)cc(-c2oncc2-c2nnnn2-c2ccccc2)c1	0.067	6	-9	5	-1	-25[20 µM]	-8	-11	-6
CN(CCNC(=O)CN1CCN(Cc2ccccc2Cl)C1=O)Cc1ccccc1	-0.19	4[fluorescence artefact?]	-7	-1	-4	-15[20 µM]	-20	-21	2
COc1ccccc1N1CCN(S(=O)(=O)c2ccccc2F)CC1	·	-8	0	3	-13	11[20 µM]	0	-13	0
O=C(Cn1nnc(-c2ccc3c(c2)OCO3)n1)N1CCOCC1	·	0[fluorescence artefact?]	-14	1	4[fluorescence artefact?]	-6[20 µM]	-9	-4	0
O=P(c1ccccc1)(c1ccccc1)C(c1ccco1)N1CCOCC1 (centres undefined)	·	4	-6	2	-4	-14	-18	5	0
Cc1ccc(S(=O)(=O)N(C)C)cc1-n1c(SCC(=O)Nc2ccc(F)cc2)nc2ccccc2c1=O	0.6	-1[fluorescence artefact?]	-17	3	1	-14	-2	-7	-5
CC(C)(C)c1ccc(OCCCC(=O)N2CCOCC2)cc1	-0.43	-8	-9	-3	2	-27	-11	1	-6
C#Cc1ccc([C@@H]2C=C(C(=O)N3CCOCC3)O[C@H](OCC)[C@H]2CCCO)cc1	-0.13	0	·	2	0	-9	2	-7	-7
CCc1c(C(C)S(=O)(=O)c2ccc(C)cc2)[nH]c(=O)n1-c1ccc(OC(F)(F)F)cc1 (centres undefined)	·	-1	-14	4	3[fluorescence artefact?]	-16[20 µM]	3	10	14
CCOC(=O)C(C(C)=O)=C1SC2CS(=O)(=O)CC2S1 (centres undefined)	·	10	-5	-3	-5	-5	-6	2	4
N=C1c2ccccc2CN1NC(=O)c1cccc(S(=O)(=O)N2CCOCC2)c1	0.17	2	0	8	0	-3	-16	7	-3
CCCn1c(NC(=O)c2ccc(Cl)c(S(=O)(=O)N3CCCC3)c2)nc2ccccc21	-0.2	-3	-57	5	3	-25	-13	-189	0
Cc1ccc(-c2nnc(SCC(=O)Nc3ccc(S(=O)(=O)N4CCCCCC4)cc3)o2)cc1	-0.36	2	-142	-1	-11	-14	-23	-11	-18
O=C(O)CCCCNCc1ccccc1	·	4	-8	10	4	-19[20 µM]	-16	-14	-8
CS(=O)(=O)N1CCN(C2C3CC4CC(C3)CC2C4)CC1 (centres undefined)	-0.33	47	-9	·	-1	-21	-7	1	-4
CC(C)(C)c1ccc(C2C(C#N)=C(N)Oc3n[nH]c(-c4cccnc4)c32)cc1 (centres undefined)	1.5	10	-28	-8	-10	-10	-6	4	1
O=c1c2nncn2c2cc(C(F)(F)F)ccc2n1CCNc1ncc(C(F)(F)F)cc1Cl	·	-5	-18	-2	-6	-33	-34	3	0
O=C(CSc1nnc(Cc2ccccc2)o1)Nc1ccc(Br)cn1	·	-2	-9	2	3	-11[20 µM]	-2	-3	-7
CC(C)C12CN3CC(C(C)C)(CN(C1)C31C(=O)Nc3ccccc31)C2=O (centres undefined)	·	3	-1	1	-2	-10	-3	-17	-7

Laid out differently: entries from further up.
N#CCCN(Cc1cccnc1)C(=S)NC(=O)C1CC1
  KCC2 mod: 0.076	14-3-3 Bad inh: -21	p47phox inh: -6	Rad51 HR inh: 12	eIF4E-4G inh: 1	Furin inhibitor: -30	EBV gp42 block: -8	KLK5 inh: -2	thrombin 1536: 4

CCOC(=O)Nc1cc2c(C)cc(=O)oc2cc1C
  KCC2 mod: ·	14-3-3 Bad inh: -6	p47phox inh: 0	Rad51 HR inh: ·	eIF4E-4G inh: 2	Furin inhibitor: -23	EBV gp42 block: -16	KLK5 inh: 0	thrombin 1536: -3
